Source: PubChem (several laboratories)
GSH fluor – compound fluorescence on glutathione beads, profiling panel, artefact control, biophysical, 488/530 nm, flow cytometry. GSH beads flow cytometry, compound fluorescence 488/530 nm; active compounds read high. fluorescence (KMESF) at 10 µM. 190,000 compounds, 0.25% hits; in the data active = fluorescence above about 89;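 also: glutathione beads carrying GST-tagged Bcl family fusion proteins plus one bare bead set; values are compound well signal with DMSO vehicle wells as background; inactives centre near 16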
ABCB1 inh – ABCB1 efflux pump inhibitors, primary screen, cell-based, multiplex, flow cytometry, ABCG2 counter-screen; inhibition, % at 6.6 µM; ATP-dependent translocase ABCB1 (Homo sapiens), P08183; 190,000 compounds, 0.067% hits; CCRF-Adr cells, JC-1 efflux; in the data active = inhibition above about 40%;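 also: 0% = vehicle and 100% = reference inhibitor; higher value means more JC-1 retained so stronger ABCB1 efflux block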
Target sequence (P08183 whole entry, looked up): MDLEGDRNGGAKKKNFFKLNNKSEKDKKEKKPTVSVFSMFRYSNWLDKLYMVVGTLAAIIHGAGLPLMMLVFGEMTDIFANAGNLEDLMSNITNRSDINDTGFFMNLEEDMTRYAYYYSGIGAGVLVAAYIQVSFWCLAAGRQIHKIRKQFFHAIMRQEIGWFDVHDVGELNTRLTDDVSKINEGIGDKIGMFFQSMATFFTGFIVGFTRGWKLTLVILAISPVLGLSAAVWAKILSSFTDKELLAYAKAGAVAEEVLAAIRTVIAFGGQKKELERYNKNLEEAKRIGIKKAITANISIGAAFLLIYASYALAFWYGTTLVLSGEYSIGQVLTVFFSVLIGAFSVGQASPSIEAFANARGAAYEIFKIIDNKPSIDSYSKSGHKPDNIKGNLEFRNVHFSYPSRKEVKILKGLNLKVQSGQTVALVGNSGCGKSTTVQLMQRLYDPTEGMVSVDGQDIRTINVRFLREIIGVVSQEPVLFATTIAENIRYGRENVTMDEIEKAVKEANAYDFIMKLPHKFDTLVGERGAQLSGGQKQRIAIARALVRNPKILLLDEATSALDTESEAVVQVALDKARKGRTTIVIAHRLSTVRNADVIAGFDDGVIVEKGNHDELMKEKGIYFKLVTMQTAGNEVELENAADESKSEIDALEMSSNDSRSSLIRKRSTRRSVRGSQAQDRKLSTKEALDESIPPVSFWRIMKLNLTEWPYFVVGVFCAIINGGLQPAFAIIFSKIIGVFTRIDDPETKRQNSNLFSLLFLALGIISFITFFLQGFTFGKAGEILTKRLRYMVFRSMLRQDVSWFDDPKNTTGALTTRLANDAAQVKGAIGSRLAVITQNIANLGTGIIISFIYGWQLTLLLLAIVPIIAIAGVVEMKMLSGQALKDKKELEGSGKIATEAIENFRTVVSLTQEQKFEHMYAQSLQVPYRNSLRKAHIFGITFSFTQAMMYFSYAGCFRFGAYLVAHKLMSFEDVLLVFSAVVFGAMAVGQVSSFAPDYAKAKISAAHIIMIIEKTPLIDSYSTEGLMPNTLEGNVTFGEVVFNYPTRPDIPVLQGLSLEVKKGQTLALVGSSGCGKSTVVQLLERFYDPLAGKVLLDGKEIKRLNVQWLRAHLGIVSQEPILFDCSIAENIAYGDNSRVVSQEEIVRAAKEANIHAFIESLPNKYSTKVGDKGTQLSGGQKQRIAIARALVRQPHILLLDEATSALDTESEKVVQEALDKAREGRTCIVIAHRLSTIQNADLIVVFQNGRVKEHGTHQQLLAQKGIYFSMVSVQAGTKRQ
ABCG2 inh – ABCG2 efflux pump inhibitors, primary screen, multiplex with ABCB1, IgMXP3 cells, flow cytometry | Broad substrate specificity ATP-binding cassette transporter ABCG2 (Homo sapiens), Q9UNQ0 | 190,000 compounds, 0.1% hits | JC-1 efflux | inhibition, % at 6.6 µM;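 active = inhibition above 80%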;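 also: 0% = DMSO and 100% = nicardipine control wells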
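Measure – % inhibition of efflux relative to nicardipine and DMSO · Test system – ABCG2 IgMXP3 and barcoded ABCB1 CCRF-Adr cell mix · Control set – nicardipine as high control, DMSO as low control · Compound – one concentration, 6.6 µM final · Signal – flow cytometry of retained JC-1 fluorescence · Timing – 10 min exposure at 25 °C with rotation, no wash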
Rab7 wt modul – modulators of GTP binding to Rab7, primary screen, biochemical, wildtype, multiplex bead flow cytometry. GST-Rab7 beads, fluorescent GTP binding; actives lie on both sides; untreated = 100%, excess cold GTP = 0%. GTP binding activity (percent of control), % at 10 µM. 190,000 compounds, 0.055% hits. AID 758, 2007;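 active = fluorescent GTP binding to Rab7 beads changed by at least 20 points from the 100% baseline, either direction, mostly lower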;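 also: median green fluorescence of bound Bodipy-FL-GTP per Rab7 bead population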
Avidin fluor – green autofluorescence of compounds with avidin beads – biophysical, 488/530 nm, flow cytometry, artefact control, profiling panel; compound fluorescence 488/530 nm; active compounds read high; fluorescence (KMESF) at 10 µM; 220,000 compounds, 0.38% hits; AID 1775, 2009; in the data active = fluorescence above about 47; also: inactives centre near 10
Rac1 wt GTP bind – wildtype Rac1 GTP binding modulators, primary screen, biochemical, GST-Rac1 beads, flow cytometry, multiplex. Ras-related C3 botulinum toxin substrate 1 (Homo sapiens), P63000. fluorescent GTP binding; actives lie on both sides; 0 = cold GTP competed, 100 = untreated. GTP binding activity (% of control), % at 10 µM. 190,000 compounds, 0.27% hits. AID 757, 2007;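 active = GTP binding activity at least 20 points away from the 100% control level, either lower or higher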
Pf gamet viab – late stage P. falciparum gametocyte viability inhibitors, primary screen, ATP luminescence, HTS | P. falciparum stage V gametocytes, 24 h | inhibition, % at 10.9 µM | 150,000 compounds, 0.065% hits | AID 743093, 2013;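 active = inhibition above the mean plus 3 SD of compounds within the control limits, set per campaign, cut at about 38% in these data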;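 also: 0% = DMSO wells and 100% = medium only without gametocytes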
Cdc42 wt – modulators of GTP binding to wildtype Cdc42, primary screen, biochemical, multiplex bead flow cytometry, Bodipy-GTP. Cell division control protein 42 homolog (Homo sapiens), P60953. GST-Cdc42 beads; actives lie on both sides. percent activity (GTP binding), % at 10 µM. 190,000 compounds, 0.2% hits. AID 761, 2007;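 active = percent activity GTP binding at least 20 points away from the 100% baseline, either down as inhibitor or up as activator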;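 also: median bead fluorescence of bound Bodipy-FL-GTP at 100 nM; 0% = excess unlabeled GTP control and 100% = no compound control; below 100% means less GTP binding so inhibitor and above means activator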
Rac1 mut GTP – GTP binding modulators of activated mutant Rac1, primary screen, biochemical, bead-based flow cytometry, multiplex, fluorescent GTP; 190,000 compounds, 0.11% hits; percent activity (GTP binding), % at 10 µM; GST-Rac1 activated beads; actives lie on both sides; 100% means binding = to untreated wells;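 active = GTP binding at least 20 percentage points away from the 100% baseline, in either direction, so actives lie on both sides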
Rab2 wt GTP – modulators of GTP binding to Rab2A wildtype, primary screen, biochemical, dog, bead-based flow cytometry, multiplex; GST-Rab2 wt beads, Bodipy-GTP binding; GTP binding activity, % at 10 µM; 190,000 compounds, 0.19% hits;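 active = GTP binding activity at least 20 points away from 100%, either lowered or raised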;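 also: 0% = beads with excess unlabeled GTP and 100% = no-compound control corrected for plate trend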
HRas wt GTP bind – modulators of GTP binding to HRas wildtype, primary screen, biochemical, bead-based flow cytometry, multiplex | GTPase HRas (Homo sapiens), P01112 | GST-Ras wt beads, Bodipy-FL-GTP binding; actives lie on both sides | AID 759, 2007 | GTP binding activity, % at 10 µM | 190,000 compounds, 0.14% hits;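 active = GTP binding activity at least 20% away from the 100% baseline, either lowered as inhibitor or raised as activator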;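 also: 0% = unlabeled GTP competition control and 100% = no-compound control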
Active calls of the source: *; / = no result given.

canonical_smiles	GSH fluor	ABCB1 inh	ABCG2 inh	Rab7 wt modul	Avidin fluor	Rac1 wt GTP bind	Pf gamet viab	Cdc42 wt	Rac1 mut GTP	Rab2 wt GTP	HRas wt GTP bind
O=C1CCCc2ccccc2N1Cc1ccccc1Cl	24	0.7	1	104	15	102	-31	104	100	105	105
O=C1c2ccccc2C(=O)N1CCc1nc(-c2ccncc2)no1	4	0.8	2	104	17	100	-11	103	97	102	102
CC(=O)N1CCN(c2ccc(NC(=O)c3ccc4c(c3)OCCO4)cc2)CC1	11	0.1	0	99	6	97	4	96	95	97	99
COCCCNC(=O)CS(=O)Cc1nc(-c2ccccc2C)oc1C (stereo not drawn)	26	0.5	1	97	7	100	/	100	98	99	100
Cc1ccnc(NC(=O)C2COc3ccccc3O2)c1 (stereo not drawn)	7	0.5	4	100	3	104	/	99	97	100	97
Cc1nc2ccccc2c2c1C(=O)N(C1CCCCCCC1)C2=O	11	1.0	8	94	38	93	3	94	95	94	95
CCCN(CCC)CCCNC(=O)C(NS(=O)(=O)c1ccc2c(c1)CCC(=O)N2)c1ccccc1 (stereo not drawn)	12	0.4	1	104	10	106	/	104	98	99	101
Nn1c(SCC(=O)Nc2ccc3c(c2)OCO3)nnc1C1CCCCC1	17	0.9	8	98	30	96	-6	94	94	94	96
CC(C)c1nnc(NC(=O)CS(=O)(=O)Cc2ccccc2)s1	25	1.3	12	99	10	100	-7	97	96	97	97
COc1ccccc1C(=O)Nc1nnc(C)s1	36	0.8	4	98	7	96	-14	98	97	98	99
CN(C)CCCn1c(SCCN2C(=O)c3ccccc3C2=O)nc2ccccc2c1=O	14	2.7	5	107	9	93	17	103	93	95	97
CCOC(=O)C1CCN(S(=O)(=O)c2cnc[nH]2)CC1	22	0.6	2	102	28	108	8	105	100	105	104
Nc1c(NCCCN2CCOCC2)c2ccccc2oc1=O	37	0.5	2	92	13	95	/	100	99	97	96
CC(C)COc1ccc(C(=O)OCCN2CCOCC2)cc1	30	0.4	3	101	17	102	22	101	99	101	100
Cn1c(CNc2ccccc2O)nc2ccccc21	24	0.5	1	98	6	105	/	101	100	99	100
O=C(N/N=C\c1ccc(-c2ccccc2[N+](=O)[O-])o1)C1COc2ccccc2O1 (stereo not drawn)	11	0.4	7	91	12	90	2	94	96	88	89
Cn1c(=O)c2cc(NC(=O)c3ccccc3Cl)c(=O)oc2n(C)c1=O	39	-0.1	0	94	9	112	/	99	97	96	99
CC(=O)c1cccc(NC(=O)N2CCCC2C(=O)Nc2ccc3c(c2)OCCO3)c1 (stereo not drawn)	12	0.2	2	106	/	104	-11	103	96	100	100
CCNC(=O)NC(=O)COC(=O)C1CSC2(C)CCC(=O)N12 (stereo not drawn)	20	1.0	2	98	9	101	-1	103	99	98	98
CCOC(=O)C1=NOC(CNc2ncc(C(F)(F)F)cc2Cl)C1 (stereo not drawn)	14	0.7	5	104	11	98	-5	97	96	99	97
N#Cc1cn(Cc2cccc(Cl)c2)c2ccccc12	13	0.4	1	93	28	99	4	100	97	94	96
NS(=O)(=O)c1ccc(NC(=S)Nc2ccc(Br)c(Cl)c2)cc1	12	0.1	0	103	12	103	3	101	95	101	98
O=C(/C=C/c1cccc([N+](=O)[O-])c1)c1ccc2c(c1)OCCO2	10	1.0	11	98	22	98	10	96	99	97	96
CC(C)C[C@@H]1NC(=O)[C@H](Cc2ccc(O)cc2)NC(=O)[C@H](CCC(N)=O)NC(=O)c2cc([N+](=O)[O-])cc(I)c2NCC[C@@H](C(N)=O)NC1=O	21	2.3	-3	100	7	105	/	102	98	100	100
O=C1C2C3C=CC(C2C(=O)N1c1nccs1)C1C(=O)N(c2nccs2)C(=O)C31 (stereo not drawn)	17	0.3	1	107	9	98	12	97	97	98	99
CN(Cc1ccccc1)C(=S)Nc1cccnc1	17	0.2	0	101	10	95	-3	95	95	95	96
O=C(N/N=C/c1ccc(Cl)cc1)c1cc(-c2cccnc2)nc2ccccc12	8	0.8	13	94	11	96	12	98	93	93	95
CC(c1nnc(SCC(=O)Nc2ccc3[nH]c(=O)[nH]c3c2)n1Cc1ccccc1)N(C)C (stereo not drawn)	39	0.5	2	99	16	94	/	98	96	97	98
N#CC1=C(c2ccc(-c3ccccc3)cc2)COC1=O	22	-0.8	-6	94	9	100	-20	97	93	97	99
C/C(CC(=O)Nc1ccc(N(C)C)cc1)=N\NC(=O)c1ccccn1	33	0.8	18	104	11	109	-2	101	98	100	101
Cc1ccc(C(=O)Nc2sc3c(c2C(=O)O)CCCCC3)o1	33	0.5	1	95	4	95	/	94	92	93	93
O=C(Nc1ccccc1)Nc1ccc(S(=O)(=O)N2CCCCC2)cc1	46	-0.2	0	92	14	94	6	96	97	97	96
COC(=O)C(CCSC)NC(=O)c1cc2c(n(-c3ccccc3)c1=O)CCCC2=O (stereo not drawn)	9	0.1	0	106	13	101	/	99	98	100	100
O=C(CN1CCC(O)(c2ccccc2F)CC1)NCCc1c[nH]c2ccccc12	62	0.1	1	99	14	105	/	109	102	106	107
CCC(C)(C(=O)NC1CCCC1)N(C(=O)CNC(=O)c1ccccc1)c1c(C)n(C)n(-c2ccccc2)c1=O (stereo not drawn)	12	0.0	1	107	12	104	-9	99	95	104	100
O=C1NC(c2ccc(Cl)cc2)=COc2ccccc21	11	0.5	4	97	10	101	4	98	99	99	99
Cc1ccc(N=CC2=C(O)CC(c3ccc(Cl)cc3)CC2=O)cc1 (stereo not drawn)	12	/	-1	108	5	104	-9	104	103	103	105
Nc1nnc(SCC(=O)Nc2ccc3c(c2)OCCO3)s1	25	0.1	2	99	30	100	-11	98	98	98	99
O=[N+]([O-])c1ccc(Cl)c2c1C1C=CCC1C(c1ccccn1)N2 (stereo not drawn)	24	0.3	0	94	8	94	6	96	94	93	95
Cc1ccc2nc(N/N=C/c3ccco3)cc(C)c2c1	44	0.2	1	96	5	93	/	87	93	93	93
O=C(Nc1ccc(S(=O)(=O)N2CCCCCC2)cc1)C1CCCO1 (stereo not drawn)	34	1.0	7	98	13	97	10	97	96	94	97
O=C(Nc1ccc2ncccc2c1)c1cc(Cl)ccc1Cl	14	0.0	0	93	9	93	1	95	92	95	94
CCCS(=O)(=O)c1c(S(=O)(=O)CCC)c2c(C)cccn2c1C(=O)N/N=C/c1cc(O)cc(O)c1	18	-0.7	-1	93	7	97	/	94	95	94	94
NC(N)=Nc1nc(-c2ccccc2)c2ccccc2n1	13	-0.2	0	101	13	98	3	98	99	97	97
CCCCNC(=O)Nc1ccccc1Br	10	0.4	2	102	3	103	16	102	101	100	102
C=CCn1c(SCC(=O)Nc2sccc2C(N)=O)nc2ccccc2c1=O	22	6.3	13	96	28	106	/	100	101	100	99
O=C(CSc1nnc(-c2ccco2)c(-c2ccco2)n1)Nc1ccccc1	17	-0.7	-2	95	29	96	/	99	96	95	95
CCOC(=O)c1c(C)[nH]c(C(=O)O)c1C	47	0.5	2	100	8	104	/	106	101	102	104
O=C(CC1CC2CCC1C2)NCc1cccs1 (stereo not drawn)	26	0.8	12	99	35	108	/	102	101	98	100
Cc1ccc(NC(=O)/C(=C\c2ccc([N+](=O)[O-])cc2)NC(=O)c2ccccc2)cc1	16	1.9	21	100	5	100	/	103	98	102	100
CCCCN(CCCC)c1cn[nH]c(=O)c1Cl	12	0.9	0	99	1	102	/	100	101	99	99
CCCCCC1CC(CC(C)C(=O)Nc2nncs2)C(=O)O1 (stereo not drawn)	30	1.4	20	98	30	106	3	101	98	98	100
COc1ccc(OC)c(CNc2ccc(F)c(Cl)c2)c1	13	0.3	2	106	11	107	-13	107	103	105	106
CCCn1nnnc1SCC(=O)Nc1cccc(NC(=O)c2ccco2)c1	38	0.3	3	102	4	108	-18	107	101	105	104
Cc1c(Nc2c3c(c(C#N)c4nc5ccccc5n24)CCC3)c(=O)n(-c2ccccc2)n1C	27	-0.1	-10	94	15	90	/	90	92	89	88
O=C(N/N=C\c1ccc(Cl)cc1Cl)c1sccc1-n1cccc1	15	0.3	1	96	32	97	13	98	97	96	98
Nc1ncnc2c1ncn2[C@H]1C[C@H](O)[C@@H](CO)O1	17	0.3	1	99	5	103	/	99	100	99	100
Cc1nc(-n2ncc(C#N)c2N)c2c3c(sc2n1)CCC3	36	-0.9	78	98	12	99	21	96	97	94	96
O=C(Nc1ccc(Cl)c(S(=O)(=O)N2CCOCC2)c1)c1ccccc1-c1ccc(C(F)(F)F)cc1	11	6.6	5	100	16	103	/	97	100	98	101
NS(=O)(=O)c1ccc(N/C=C\C(=O)c2ccc3ccccc3c2)cc1	10	-1.6	-21	99	24	102	/	105	100	100	100
CC(=O)Nc1cc(C)c(S(C)(=O)=O)c(C)c1	7	0.1	1	102	3	98	-27	95	100	99	96
COc1ccccc1NC(=O)COc1ccc(C(=O)OCC(=O)N(C(C)C)C(C)C)cc1OC	28	7.3	46	100	15	105	4	106	101	103	102
O=C1c2cccnc2C(O)N1Cc1ccco1 (stereo not drawn)	30	0.4	2	99	14	105	-9	102	101	99	102

Fetched by compound from the entries so far, 2 records:
canonical_smiles	GSH fluor	ABCB1 inh	ABCG2 inh	Rab7 wt modul	Avidin fluor	Rac1 wt GTP bind	Pf gamet viab	Cdc42 wt	Rac1 mut GTP	Rab2 wt GTP	HRas wt GTP bind
CCCCCC1CC(CC(C)C(=O)Nc2nncs2)C(=O)O1 (stereo not drawn)	30	1.4	20	98	30	106	3	101	98	98	100
CCCn1nnnc1SCC(=O)Nc1cccc(NC(=O)c2ccco2)c1	38	0.3	3	102	4	108	-18	107	101	105	104
